DNMT1 inh – DNMT1 (human) enzyme inhibition; P26358; DNMT1 molecular beacon, Hinp1I cleavage, fluorescence; inhibition (reported as % activation of signal), % at 10 µM; actives 0.83% (n = 360,000); AID 588458; in the data active = inhibition above about 50%
STEP inh – STEP (human) phosphatase inhibition; P54829; recombinant STEP, OMFP fluorogenic substrate, fluorescence; inhibition, % at 20 µM; actives 0.25% (n = 360,000); AID 588621;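 active = inhibition at 20 µM, scaled per plate between control wells, above about 37%, limit read from the data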;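 also: 0% = DMSO with enzyme and substrate and 100% = substrate only without enzyme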
Target sequence (P54829 whole entry, looked up): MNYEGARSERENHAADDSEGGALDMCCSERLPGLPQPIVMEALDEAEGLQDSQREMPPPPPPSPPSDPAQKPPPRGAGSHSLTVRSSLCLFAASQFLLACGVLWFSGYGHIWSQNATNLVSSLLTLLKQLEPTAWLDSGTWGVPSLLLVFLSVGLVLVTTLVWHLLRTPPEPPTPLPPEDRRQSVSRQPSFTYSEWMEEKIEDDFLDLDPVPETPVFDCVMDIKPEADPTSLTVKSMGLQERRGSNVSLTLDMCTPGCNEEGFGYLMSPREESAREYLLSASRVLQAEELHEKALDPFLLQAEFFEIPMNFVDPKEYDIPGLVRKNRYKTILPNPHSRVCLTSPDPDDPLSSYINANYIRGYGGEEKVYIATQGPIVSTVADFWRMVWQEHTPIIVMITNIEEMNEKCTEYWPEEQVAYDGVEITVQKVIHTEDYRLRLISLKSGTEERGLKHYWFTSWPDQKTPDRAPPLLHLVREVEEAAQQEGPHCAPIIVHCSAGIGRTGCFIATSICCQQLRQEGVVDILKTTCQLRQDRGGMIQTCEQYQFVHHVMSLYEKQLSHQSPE
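Test system: STEP tyrosine phosphatase / Reagent: OMFP at 25 µM / Doses: 20 µM, 1% DMSO / Read-out: percent inhibition scaled to no-enzyme and uninhibited-enzyme controls, plate-pattern corrected / Detection: FITC-channel fluorescence of OMFP product / Medium: Bis-Tris buffer pH 6.0, 2.5 mM DTT, 0.005% Tween 20 / Schedule: 20 min at room temperature, dark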
TbMetRS inhib – blocks T. brucei methionyl-tRNA synthetase activity | purified T. brucei MetRS, ATP depletion, Kinase-Glo luminescence | inhibition, % at 11.9 µM | actives 0.4% (n = 360,000);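 active = inhibition above a per-plate cutoff of the control wells' mean inhibition plus 3 SD, cut at about 5.5% in these data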;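 also: 0% = DMSO wells median and 100% = median of wells with control inhibitor compound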
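technique = Kinase-Glo luminescence, ATP depletion format | system = purified MetRS (methionyl-tRNA synthetase) enzyme from Trypanosoma brucei | timing = 15 min preincubation, 2 h reaction, all 25 °C | evaluation = percent inhibition versus plate control medians | dosing = single dose, 11.9 µM final nominal, 0.9% final DMSO | also added = substrates ATP, L-methionine and bulk Escherichia coli tRNA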
LMPTP block – LMPTP (human) inhibition; recombinant LMPTP-A, OMFP fluorogenic substrate, fluorescence intensity; inhibition, % at 20 µM; P24666; actives 0.22% (n = 360,000);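 active = compounds that cut the enzyme signal by at least half of the control window in the single-dose screen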;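 also: plate controls were DMSO wells with enzyme plus substrate for no effect and substrate without enzyme for full effect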
Target sequence (P24666 whole entry, looked up): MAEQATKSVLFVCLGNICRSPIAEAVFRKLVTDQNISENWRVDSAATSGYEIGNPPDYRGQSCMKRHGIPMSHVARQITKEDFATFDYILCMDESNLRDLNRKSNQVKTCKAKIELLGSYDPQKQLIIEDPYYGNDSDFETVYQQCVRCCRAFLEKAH
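Test system – LMPTP-A enzyme · Amount – LMPTP-A at 0.625 nM final in the reaction · Buffer or medium – Bis-Tris pH 6.0, DTT, detergent · Reagent – OMFP 400 µM · Doses – single 20 µM dose · Schedule – reaction 50 min, room temperature, dark · Detection – fluorescence intensity of OMFP turnover product · Evaluation – percent inhibition versus substrate-only and uninhibited controls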
NadD inh – inhibitors of Staphylococcus aureus NadD; purified NadD enzyme, colorimetric absorbance read-out; AID 602399; inhibition, % at 20 µM; actives 0.78% (n = 360,000); in the data active = inhibition above about 26%; also: some compounds past the cut are filed as inactive
CSN deneddyl inh – CSN deneddylation inhibition; Q92905; Purified CSN, SCF-Nedd8-OG deneddylation, fluorescence polarization; inhibition, % at 12.5 µM; actives 0.38% (n = 360,000); AID 651999;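 active = pattern-corrected inhibition above about 35%, with an unprinted fluorescence ratio check between 0.5 and 1.5, limit read from the data, passing the limit was not always enough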;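 also: 0% = enzyme with substrate and 100% = substrate without enzyme; some results filed as inactive read as strong as hits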
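Material: human Csn5 produced in HEK293T cells; Input: enzyme 0.24 nM; Reagent: SCFSkp2-Nedd8OG substrate at 10 nM final; Dosing: 12.5 µM compound; Incubation: 90 min reaction at room temperature; Detection: fluorescence polarization of the substrate; Evaluation: % inhibition of substrate cleavage by Csn5; Control set: substrate-only high control, full reaction low control.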
Scp1 inh – Scp-1 (human) phosphatase inhibition; Recombinant Scp1, phosphopeptide, malachite green phosphate absorbance; AID 493091; actives 0.88% (n = 340,000); Q9GZU7; inhibition, % at 20 µM;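 active = inhibition above about 50% at 20 µM, limit read from the data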;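 also: plate controls were DMSO wells with enzyme for no effect and wells lacking enzyme for full effect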
Target sequence (Q9GZU7 76-261 limits assumed): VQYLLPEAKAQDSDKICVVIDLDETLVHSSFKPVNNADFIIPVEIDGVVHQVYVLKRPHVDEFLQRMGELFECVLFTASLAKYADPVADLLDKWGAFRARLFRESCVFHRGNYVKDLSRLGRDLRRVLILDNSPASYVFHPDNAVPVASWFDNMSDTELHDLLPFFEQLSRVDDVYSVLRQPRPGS
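Assay system: SCP-1 catalytic fragment, aa 76-261 | Buffer or medium: Tris acetate buffer pH 5.5 with MgCl2 and Tween-20 | Compound: One concentration, 20 µM, with 1.0% DMSO | Also added: Phospho 17-mer peptide substrate | Signal: Absorbance at 630 nm | Incubation: 45 min enzyme reaction at room temperature | Measure: % inhibition of SCP-1 phosphate liberation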
MsrA inh – inhibitors of bovine MsrA; purified bovine MsrA, absorbance read-out; inhibition, % at 15.5 µM; actives 0.75% (n = 360,000); in the data active = inhibition above about 4.5%;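 also: 0% = vehicle wells with enzyme and 100% = reference inhibitor wells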
Rpn11 inh – Rpn11 (human) deubiquitinase inhibition; O00487; human 26S proteasome, Ub4-pepOG fluorescence polarization; 20S core pre-blocked with epoxomicin; calls only at 20 µM; actives 0.59% (n = 360,000); AID 588493;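 active = inhibition at 20 µM, scaled to each plate's controls, above about 33%, limit read from the data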
SUMO1 PPI mod – SUMO1-SIM interaction modulation; SUMO1 binding to a labelled peptide, TR-FRET, 1 h; AID 602429; actives 0.33% (n = 360,000); inhibition, % at 20 µM; P63165; in the data active = inhibition above about 37%
Target sequence (P63165 whole entry, looked up): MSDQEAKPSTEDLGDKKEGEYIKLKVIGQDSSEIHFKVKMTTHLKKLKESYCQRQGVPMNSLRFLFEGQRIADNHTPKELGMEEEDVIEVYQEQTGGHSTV
* hit, by the source's call; i = inactive; · = no result given; + = active, no number. Outcome played no part in choosing rows. Share with any hit: about 3.9%.

The opening 4 compounds, ahead of the listing:
Each structure is followed by: DNMT1 inh	STEP inh	TbMetRS inhib	LMPTP block	NadD inh	CSN deneddyl inh	Scp1 inh	MsrA inh	Rpn11 inh	SUMO1 PPI mod
COCCOc1ccc(C(F)(F)F)cc1NC(=O)c1ccc(C)cc1
  8	-1	-1.3	-0.9	-6	4	-3	0.5	i	-2
CN(C)/N=C/c1ccc(Sc2ccccc2[N+](=O)[O-])o1
  3	7	-2.7	0.6	0	1	-3	1.1	i	-18
CC(Oc1ccc(Cl)cc1Cl)C(=O)NCCC1=CCCCC1 (centres undefined)
  15	1	-0.9	0.6	-8	-9	-11	-0.2	i	-6
CC(=O)Oc1c(C)cc(Cl)cc1C(=O)Nc1ccc([N+](=O)[O-])cc1Cl
  0	0	0.0	0.1	-1	1	-7	1.8	i	-5

Results, repeating the preview:
Each structure is followed by: DNMT1 inh	STEP inh	TbMetRS inhib	LMPTP block	NadD inh	CSN deneddyl inh	Scp1 inh	MsrA inh	Rpn11 inh	SUMO1 PPI mod
COCCOc1ccc(C(F)(F)F)cc1NC(=O)c1ccc(C)cc1
  8	-1	-1.3	-0.9	-6	4	-3	0.5	i	-2
CN(C)/N=C/c1ccc(Sc2ccccc2[N+](=O)[O-])o1
  3	7	-2.7	0.6	0	1	-3	1.1	i	-18
CC(Oc1ccc(Cl)cc1Cl)C(=O)NCCC1=CCCCC1 (centres undefined)
  15	1	-0.9	0.6	-8	-9	-11	-0.2	i	-6
CC(=O)Oc1c(C)cc(Cl)cc1C(=O)Nc1ccc([N+](=O)[O-])cc1Cl
  0	0	0.0	0.1	-1	1	-7	1.8	i	-5
NC(=O)COc1ccc(Cc2ncc(C(F)(F)F)cc2Cl)cc1
  -3	-3	-0.4	0.0	-10	6	-8	0.7	i	-5
O=C(CSC1=NS(=O)(=O)c2cc(Cl)ccc2N1)NCc1ccccc1
  0	2	0.4	-0.7	-2	-4	0	0.3	i	4
O=C(COC(=O)c1ccc[nH]c1=O)NC1CC1
  8	2	-0.1	-2.0	-7	-2	-13	0.8	i	-3
O=C(N/N=C/c1ccccn1)c1ccc([N+](=O)[O-])cc1
  4	2	-0.2	0.0	1	-2	-2	-0.4	i	-20
Cc1cc2c(cc1S(=O)(=O)N1CCOCC1)NC(=O)CO2
  2	-3	-0.1	-0.2	-3	0	-1	1.3	i	2
COc1ccc(CCNS(=O)(=O)c2cc(C(=O)O)c(Cl)cc2Cl)cc1
  -5	-2	-0.2	-0.4	-5	5	-13	0.5	i	-2
O=S(=O)(NCC(c1cccnc1)N1CCN(c2ccc(F)cc2)CC1)c1ccccc1 (centres undefined)
  -6	1	0.2	-1.4	1	-1	-5	1.3	i	3
COc1ccc2c3n(nc2c1)CCN=C3c1cc(Cl)c(N)c(Cl)c1
  -12	-2	0.6	1.6	-6	-4	4	0.9	i	-16
COCCCNC(=S)N/N=C/c1ccc(OC)cc1
  -5	1	-0.1	0.1	2	0	-4	2.6	i	-4
O=c1[nH]c2ccccc2n1Cc1ccc(Cl)cc1
  0	-1	0.3	1.0	-4	4	-6	-0.4	i	2
COc1cc(OC)cc(C(=O)NNC(=O)c2ccc3c(c2)OCCO3)c1
  1	0	-0.2	-0.8	2	2	3	0.0	i	2
CC(=O)Nc1ccc(NC(=O)c2cc(-c3ccccc3)nc3ccccc23)cc1
  -3	-2	-1.3	2.1	4	2	-5	3.0	i	3
CC1CCCC(NCC(=O)Nc2ccc(C(N)=O)cc2)C1C (centres undefined)
  0	-2	-0.8	0.1	-6	-4	-3	0.1	i	0
NNC(=O)c1ccc(CN2CCCCC2)o1
  5	0	2.4	-2.8	4	-6	-7	0.6	i	-3
O=C(c1ccc(N2CCCCS2(=O)=O)cc1)N1CCN(c2ccc(N3CCOCC3)nn2)CC1
  -1	1	-0.5	-0.8	9	4	-6	0.6	i	-12
CCCCN(CC)Cc1c(C)[nH]c2ccccc2c1=O
  1	2	1.2	0.2	1	5	-7	0.6	i	0

Three entries from above, sorted by molecular weight, low to high:
Each structure is followed by: DNMT1 inh	STEP inh	TbMetRS inhib	LMPTP block	NadD inh	CSN deneddyl inh	Scp1 inh	MsrA inh	Rpn11 inh	SUMO1 PPI mod
COCCCNC(=S)N/N=C/c1ccc(OC)cc1
  -5	1	-0.1	0.1	2	0	-4	2.6	i	-4
O=S(=O)(NCC(c1cccnc1)N1CCN(c2ccc(F)cc2)CC1)c1ccccc1 (centres undefined)
  -6	1	0.2	-1.4	1	-1	-5	1.3	i	3
O=C(c1ccc(N2CCCCS2(=O)=O)cc1)N1CCN(c2ccc(N3CCOCC3)nn2)CC1
  -1	1	-0.5	-0.8	9	4	-6	0.6	i	-12

(more compounds)
Each structure is followed by: DNMT1 inh	STEP inh	TbMetRS inhib	LMPTP block	NadD inh	CSN deneddyl inh	Scp1 inh	MsrA inh	Rpn11 inh	SUMO1 PPI mod
CC(=O)O[C@@H]1C[C@H]2C(C)(C)C(=O)C=C[C@]2(C)[C@H]2CC[C@@]3(C)[C@H](c4ccoc4)OC(=O)[C@H]4O[C@]43[C@@]21C
  2	8	-0.2	0.1	-1	15	11	-0.3	i	8
Cc1cc([N+](=O)[O-])nn1CC(=O)Nc1sc2c(c1C(N)=O)CCCC2
  -3	3	-0.4	-1.4	4	-2	4	0.1	i	-5
S=C(Nc1ccc(Br)cc1Cl)NC1CCN(Cc2ccccc2)CC1
  1	4	0.5	0.6	0	-1	-4	0.0	i	-1
CCN(CC)C(=O)C[n+]1ccc(C(N)=O)cc1
  1	-2	-0.3	-2.2	-2	-5	-4	-1.1	i	-8
Nc1ccc2oc(=O)c(-c3ccccc3)cc2c1
  -5	0	-0.5	-1.4	-3	-5	-10	0.5	i	-29
CCOC(=O)C1=C(C)Nc2nnnn2C1c1cccc(OC)c1OC (centres undefined)
  1	-3	-0.6	-0.6	-2	1	-3	-0.4	+	2
Cc1ccc(Cn2nc(C)c(NC(=O)c3nn(C)cc3Cl)c2C)cc1
  2	1	-1.2	0.2	3	2	4	0.9	i	-5
Cc1ccc(N(C(=O)CNC(=O)c2ccco2)C(C(=O)NC2CCCCC2)c2cccnc2)cc1F (centres undefined)
  1	-3	-0.4	-0.5	1	5	-4	-0.5	i	-22
CCOC(=O)N1CCN(C(=O)C2CCCN(S(=O)(=O)c3cccnc3)C2)CC1 (centres undefined)
  1	-3	-0.4	-1.6	2	-6	-4	-0.3	i	-7
COc1ccc(-c2n[nH]c(C)c2-c2cnn(-c3ccccc3)c2)c(O)c1C
  -18	14	-1.1	3.4	12	0	-18	-0.5	i	-2
CCCN1CCN(CCCNC(=O)c2ccc3c(c2)NC(=O)c2ccccc2S3)CC1
  1	1	-1.0	-3.4	-7	-2	-2	-0.4	i	-3
O=C(NCCc1c[nH]c2ccccc12)C(=O)NCC1OCCCN1S(=O)(=O)c1ccccc1 (centres undefined)
  -20	1	0.1	0.7	2	5	-9	-0.3	i	2
CC(C)(C)c1ccc(C(=O)NNC(=O)c2cccc(Br)c2)cc1
  12	3	-0.2	-1.5	-7	3	0	0.8	i	2
CCCC1(c2ccccc2)NC(=O)N(CC(=O)Nc2cc(OC)cc(OC)c2)C1=O (centres undefined)
  -1	-2	-0.6	1.1	-11	-2	4	-0.2	i	0
CCc1ccc(/C=N/N2CCN(c3ccccn3)CC2)cc1
  75*	4	-0.5	2.9	3	1	-11	-0.5	i	-1
COC(=O)C(C(=O)Nc1ncccn1)C1CCCCCC1 (centres undefined)
  2	-2	0.1	0.9	-2	0	7	0.6	i	1
Cc1ccccc1NC(=O)COC(=O)CC1CCCC1
  2	-3	-0.5	-1.2	4	0	-1	0.1	i	11
COc1ccc(C(N)=O)c(OCC(=O)Nc2cc(C)on2)c1
  6	-2	-0.2	0.0	-3	-2	-8	1.1	i	4
CC(=O)Nc1ccc(/C=C(\C#N)C(=O)NCc2ccccc2)cc1
  -1	-3	-0.1	-0.6	-6	-8	-7	3.7	i	-15
CN(C)c1ncnc2c1ncn2[C@H]1CN(Cc2ccc(-c3ccccc3)cc2)C[C@@H](CO)O1
  -7	4	-0.1	0.3	-7	5	·	0.7	i	-5
Cc1cc(C)n(CC(=O)NNC(=O)COc2ccc(F)cc2Br)n1
  4	-3	-0.2	-2.0	-1	-7	-10	-0.2	i	3
COc1ccc(/C=N/NC(=O)c2cccc([N+](=O)[O-])c2)cc1OC(=O)c1ccccc1
  -10	0	-0.7	2.6	10	3	-3	-0.2	i	-5
CCOC(=O)Cc1nc2ccccc2n(CC#N)c1=O
  0	1	-0.1	-0.3	0	4	1	0.4	i	-6
O=C(NC1CCOc2ccccc21)C1CCCC1 (centres undefined)
  1	0	-0.4	-0.8	-9	3	-6	0.4	i	1
O=C(CN1CCN(S(=O)(=O)c2ccc3c(c2)OCCO3)CC1)Nc1ccccc1Br
  -5	1	-0.5	1.5	1	0	-5	-0.6	i	0
Cc1ccc(C)c(-n2c(SCC(=O)O)nc3sc4c(c3c2=O)CCCC4)c1
  0	0	-0.6	0.5	-3	2	-2	1.0	i	2
O=C(CS(=O)c1ccccc1[N+](=O)[O-])Oc1ccc(Br)cc1 (centres undefined)
  4	-2	-0.2	0.4	-3	3	-4	0.9	i	-21
CC(C)c1nnc(NC(=O)CCC(=O)N2CCN(Cc3ccccc3)CC2)s1
  1	-1	-0.7	-1.2	-3	3	-7	0.1	i	0
CCc1ccc2[nH]c(=O)c(C(c3nnnn3CC3CCCO3)N3CCN4CCCC4C3)cc2c1 (centres undefined)
  -11	0	-0.7	1.0	-2	0	0	0.0	+	-5
O=CNCCCc1nc2ccccc2n1Cc1ccccc1
  8	-3	-1.3	-0.4	-4	4	0	-0.4	i	2
O=C(CSc1nc(-c2ccccc2)c(-c2ccccc2)[nH]1)N1CCN(S(=O)(=O)c2ccccc2)CC1
  -7	-1	-0.6	1.9	26	-5	3	0.3	+	2
